PME-1 primary – PME-1 (human) inhibition | recombinant PME-1, FP-Rh probe fluorescence polarization | inhibition, % at 5.9 µM | AID 2130 | Q9Y570 | 320,000 tested, 0.53% active;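 active = inhibition above the campaign mean of all compounds plus 3 SD, cut at about 26% in these data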;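 note: competitive labeling of PME-1 active site by serine hydrolase directed probe; 0% = PME-1 with DMSO and 100% = wells lacking PME-1 enzyme; inhibitors block probe labeling so polarization falls and inhibition rises; many of its hits are not listed in these tables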
BCLXL inh – blocks human Bcl-xL binding to Bim BH3 peptide; GST-Bcl-xL / FITC-Bim BH3 peptide fluorescence polarization; inhibition, % at 10.9 µM; 320,000 tested, 0.7% active;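 active = inhibition above the mean of all tested compounds plus 3 SD, cutoff set per campaign, cut at about 30% in these data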;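 note: 0% = DMSO wells and 100% = unlabeled Bim-BH3 peptide competitor; inhibitors lower millipolarization by displacing the labeled peptide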
MEX-5 binding – C. elegans MEX-5 TCR-2 RNA binding activity. 300,000 tested, 0.38% active. activity score (negative = inhibition of binding), % at 10 µM. MEX-5/FITC-TCR2 RNA binding, fluorescence polarization; active compounds read low. Q9XUB2;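 active = inhibition past about -25% in most replicates, and total fluorescence under double the plate's negative control median, limit read from the data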;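 note: 0% = DMSO and -100% = 5 µM competing unlabeled TCR2 RNA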
Target sequence (Q9XUB2 whole entry, looked up): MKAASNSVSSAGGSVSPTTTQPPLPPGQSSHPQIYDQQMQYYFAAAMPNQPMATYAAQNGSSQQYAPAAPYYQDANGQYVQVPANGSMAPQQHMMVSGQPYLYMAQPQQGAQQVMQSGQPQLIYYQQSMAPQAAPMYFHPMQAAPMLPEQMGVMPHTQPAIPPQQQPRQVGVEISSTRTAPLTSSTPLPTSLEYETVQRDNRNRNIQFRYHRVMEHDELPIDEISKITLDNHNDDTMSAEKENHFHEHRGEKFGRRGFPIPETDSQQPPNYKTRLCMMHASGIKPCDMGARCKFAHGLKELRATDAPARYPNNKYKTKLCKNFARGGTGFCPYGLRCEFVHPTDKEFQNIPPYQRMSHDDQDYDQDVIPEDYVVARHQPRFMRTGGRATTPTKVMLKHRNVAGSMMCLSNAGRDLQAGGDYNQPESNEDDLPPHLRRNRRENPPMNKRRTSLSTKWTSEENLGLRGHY
Fam108B counter – counter-screen for RBBP9 inhibitors: inhibitors of mouse Fam108B; recombinant Fam108B, FP-Rh probe fluorescence polarization; 300,000 tested, 0.33% active; AID 1947; inhibition, % at 9.51 µM;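 active = inhibition above the screen mean inhibition plus 3 SD, computed separately per campaign, cut at about 18% in these data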;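 note: inhibitors lower polarization as less probe binds the enzyme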
GSTO1 inh – GSTO1 inhibition, counter-screen for RBBP9 inhibitors; inhibition, % at 5.96 µM; recombinant GSTO1, activity-based probe fluorescence polarization; 300,000 tested, 1.1% active; P78417;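 active = inhibition above the campaign mean inhibition plus 3 SD, cut at about 35% in these data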;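 note: 0% = GSTO1-1 with DMSO and 100% = wells lacking GSTO1-1 enzyme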
Target sequence (P78417 whole entry, looked up): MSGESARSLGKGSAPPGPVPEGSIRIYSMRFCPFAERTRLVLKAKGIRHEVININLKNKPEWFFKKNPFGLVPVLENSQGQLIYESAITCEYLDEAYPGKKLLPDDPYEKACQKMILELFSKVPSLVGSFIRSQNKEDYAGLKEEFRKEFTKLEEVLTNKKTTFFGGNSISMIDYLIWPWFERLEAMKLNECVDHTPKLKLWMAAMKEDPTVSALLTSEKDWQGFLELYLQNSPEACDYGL
GLD-1 RNA inh – GLD-1-TGE RNA interaction inhibition (C. elegans); 320,000 tested, 0.44% active; inhibition, % at 5.96 µM; purified GLD-1 + fluorescein TGE RNA, fluorescence polarization;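 active = percent inhibition above a per-plate cutoff, the plate mean of test compounds plus 3 SD, cut at about 30% in these data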;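 note: 0% = DMSO wells with GLD-1 and probe and 100% = wells lacking GLD-1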
MCL1 BIM primary – MCL1-BIM-BH3 interaction inhibition (human); inhibition, % at 10.9 µM; 320,000 tested, 0.68% active; GST-MCL1 / FITC-Bim-BH3 fluorescence polarization;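 active = inhibition above the mean inhibition of all tested compounds plus 3 SD, set per campaign, cut at about 40% in these data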;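 note: 0% = DMSO wells and 100% = unlabeled Bim-BH3 peptide control; higher means more loss of mP so more displacement of Bim peptide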
Target sequence (Q07820 whole entry, looked up): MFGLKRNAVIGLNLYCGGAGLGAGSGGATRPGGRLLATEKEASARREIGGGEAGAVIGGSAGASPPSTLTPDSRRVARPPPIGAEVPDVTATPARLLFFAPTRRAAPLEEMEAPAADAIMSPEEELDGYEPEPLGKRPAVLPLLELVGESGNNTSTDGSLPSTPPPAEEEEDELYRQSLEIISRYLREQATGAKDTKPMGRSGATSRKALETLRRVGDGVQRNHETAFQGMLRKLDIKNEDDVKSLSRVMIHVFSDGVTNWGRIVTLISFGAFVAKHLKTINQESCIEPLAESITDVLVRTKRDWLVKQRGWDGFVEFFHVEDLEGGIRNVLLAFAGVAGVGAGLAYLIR
PAD4 FP inh – PAD4 (human) enzyme inhibition; 330,000 tested, 0.41% active; Q9UM07; recombinant PAD4, RCA probe fluorescence polarization; inhibition, % at 6.36 µM; AID 485272;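 active = percent inhibition above a cutoff equal to the mean of all tested compounds plus 3 SD, cut at about 15% in these data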;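 note: 0% = PAD4 with RCA probe and DMSO and 100% = probe without PAD4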
TPT1 inhibitor – C. albicans TPT1 enzyme inhibition; recombinant caTPT1, FP RNA substrate dephosphorylation; inhibition, % at 5 µM; 300,000 tested, 0.81% active; AID 1962;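 active = inhibition above the mean of all tested compounds plus 3 SD, set per screening campaign, cut at about 24% in these data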;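 note: plate controls were DMSO alone for no effect and ferristatin control at 100 nM for full effect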
Starred values were filed as active, the others as inactive; . = not tested or not shown. An excerpt (hit frequency here may not be typical).

SMILES	PME-1 primary	BCLXL inh	MEX-5 binding	Fam108B counter	GSTO1 inh	GLD-1 RNA inh	MCL1 BIM primary	PAD4 FP inh	TPT1 inhibitor
COC(=O)c1onc(-c2c(OC)cc(OC)cc2OC)c1C(=O)OC	3.3	-3.0	0.0	-5.6	2.4	2.1	-3.3	-2.4	2.7
O=C(NC1CC1)c1cc(-c2ccccn2)nc2ccccc12	1.6	-1.7	-2.7	0.3	-2.0	-0.8	-0.9	0.3	-1.4
CCOC(=O)c1ccc(Nc2cnc3ccccc3n2)cc1	0.3	2.7	-0.4	-6.6	-6.8	-5.7	-2.9	-4.7	-1.8
CCOC(=O)CN1c2ccccc2NC(=O)CC1C (configuration not stated)	7.3	10.6	-2.4	0.1	-3.1	-6.5	5.7	3.9	-7.3
O=C1c2cccc(OCC(=O)N3CCCc4ccccc43)c2CCN1Cc1ccc(Br)cc1	11.8	7.0	1.0	-3.7	5.4	0.9	8.2	1.2	-1.9
CCCN1CCN(CCCNC(=O)C2CCCN(c3nc4ccc(OCC)cc4s3)C2)CC1 (configuration not stated)	3.8	-1.3	0.3	2.7	1.4	-9.0	-7.5	-2.7	0.6
Cc1nn2c(C(F)(F)F)cc(-c3ccc(Cl)cc3)nc2c1C(=O)N1CCOCC1	-3.3	-0.8	-4.0	1.4	-2.7	-2.7	5.1	-2.2	1.7
Cc1ccccc1C(=O)NNC(=O)C(=O)N1CCCCC1	1.8	4.0	1.4	1.0	1.0	3.9	-6.6	-2.8	2.0
CS(=O)(=O)N(Cc1ccccc1F)c1ccccc1	1.4	6.8	-0.2	-1.2	-5.5	-2.1	1.6	4.0	3.4
CCN(CC)c1ccc(C=Nc2ccc(C#N)cc2)c(O)c1	-6.5	3.5	-0.3	-4.7	6.9	10.7	2.9	4.1	-4.8
Cc1sc2ncn(CC(=O)NC3CCCCC3)c(=O)c2c1C	0.3	1.5	.	.	.	5.9	-2.7	-3.6	.
CCOC(=O)Cc1csc(NC(=S)NC(=O)c2ccc(C)cc2)n1	-8.3	0.3	-1.5	-2.9	-5.9	-0.4	9.5	1.7	-0.1
COc1ccc(Cc2nnc(Nc3ccc4c(c3)OCCO4)[nH]c2=O)cc1	0.0	-4.9	-1.1	1.8	-6.5	-9.5	-5.5	-5.6	-3.9
O=C1OCC2=C1C(c1ccc3c(c1)OCO3)Sc1ccccc1N2 (configuration not stated)	9.0	3.0	-0.3	-1.2	4.3	-1.4	-0.1	-8.2	0.1
C=CCn1c(SCc2c(F)c(F)c(F)c(F)c2F)nc(O)cc1=O	-2.6	2.5	2.1	-0.8	-0.5	9.4	8.4	-3.5	-3.7
O=C(CSc1nc2ccccc2[nH]1)N/N=C/C=C/c1ccccc1[N+](=O)[O-]	0.1	4.5	-0.6	-0.8	4.0	5.9	14.1	-4.3	-2.4
CC(C)CC(c1nnnn1Cc1cccs1)N1CCN(c2nc3ccccc3s2)CC1 (configuration not stated)	-1.4	2.1	3.7	7.4	-2.6	1.6	-4.7	1.3	-0.1
CCOC(=O)c1cc(NC(=O)c2ccoc2C)cc(C(=O)OCC)c1	-9.3	3.3	2.8	-8.0	-0.6	-1.3	10.4	-7.2	0.7
CC(C)c1ccc2oc(-c3ccc(N)cc3)nc2c1	11.5	-6.2	6.3	3.7	5.6	6.2	-5.7	-0.9	2.8
CN(C(=O)CSc1nc2ccccc2o1)C1CCS(=O)(=O)C1 (configuration not stated)	1.6	-9.1	.	.	.	2.5	1.3	-2.5	.
CCOC(=O)c1cc(-c2ccccc2)sc1NC(=O)C(C)OC(=O)c1cccnc1OCC (configuration not stated)	-2.8	-3.2	-0.4	-6.9	5.1	-1.1	-12.8	-7.5	0.1
O=C(Nc1cccc(C(=O)N2CCCCC2)c1)c1ccc(Cl)cc1	5.3	-1.8	0.0	-0.2	-2.5	2.6	1.2	1.7	-3.5
CCNc1nc(SCC(=O)Nc2ccc(Cl)c(Cl)c2)nc(N(C)C)n1	-2.2	-2.3	2.3	-0.7	1.1	1.4	-6.8	-0.7	3.5
O=C1c2ccccc2C(=O)N1c1cccc(-c2csc(Nc3ccc4c(c3)OCO4)n2)c1	20.2	27.4	.	20.5*	62.3*	10.8	53.2*	-1.1	-1.1
CCn1c(SCC(=O)NC2=NCCS2)nnc1C(C)NC(=O)c1ccc(Cl)cc1 (configuration not stated)	-2.8	-6.0	-0.4	-4.2	0.1	-4.5	-11.6	-3.2	1.1
C=CCNC(=O)C(=O)NCC1CCCN1S(=O)(=O)c1cccs1 (configuration not stated)	1.3	2.8	2.0	0.8	5.4	-1.2	2.8	26.6*	-0.2
O=C(NCC1(c2ccccc2)CCCC1)c1ccccc1Br	4.4	0.7	-1.2	-8.3	-2.8	6.7	-5.7	3.0	-4.8
Cc1ccc(C)c(S(=O)(=O)N2CCN(C(=O)CNC(=O)c3ccc4ccccc4c3)CC2)c1	3.9	0.7	2.0	-4.3	-5.2	-4.2	-3.0	-3.7	0.7
CCN(CC)C(=O)COC(=O)c1cc(-c2ccc(OC)cc2)nc2ccccc12	8.3	-0.6	0.2	-2.6	1.7	-4.0	0.5	-7.6	2.0
Cc1scc(C(=O)N2CCN(c3ccc(Cl)cc3)CC2)c1C	-3.2	2.6	1.5	1.7	-2.2	4.0	5.4	-0.6	-1.9
Cn1c(=O)c2c(nc(CN3CCOCC3)n2CCCO)n(C)c1=O	-3.4	3.9	1.1	0.8	6.2	1.2	4.7	-5.8	-2.8
Cc1cc(C)n(C(=O)c2ccc([N+](=O)[O-])c(Cl)c2)n1	-4.2	2.2	0.6	4.8	-3.5	0.7	0.8	0.2	0.2
COc1cc2[nH]c(=O)n(CCCCCC(=O)NC3CCCC3)c(=O)c2cc1OC	0.0	6.8	-2.7	0.6	-0.1	0.3	0.2	-0.5	-3.5
Cc1ccc(NC(=O)CCC(=O)Nc2ccc(C)cc2)cc1	9.9	5.7	0.2	2.7	7.1	13.5	1.2	1.5	-0.6
CCCC(=O)Oc1ccc(C2NC(=O)c3ccccc3O2)cc1 (configuration not stated)	-8.9	2.4	1.7	0.9	-2.1	0.2	0.3	0.4	0.3
C=CCNC(=S)Nc1ccccc1	-7.4	6.5	0.1	2.4	11.9	4.5	10.3	-3.4	1.0
NNc1nc(-c2ccccc2)cc(-c2ccccc2O)n1	0.0	-5.5	-0.4	-1.3	-9.0	2.5	-3.0	-1.2	0.4
Cc1ccc2c(c1)N(C(=O)CCC(=O)N1CCCCC1)CCO2	-5.9	1.7	-0.9	3.5	7.3	0.3	0.8	2.1	-1.8
O=C(CN1CCCCCC1)Nc1ccc([N+](=O)[O-])cc1Br	1.7	0.7	2.7	-4.2	-2.8	2.0	1.0	-6.8	-1.2
OCCN1CCOCCN(CCO)CCOCC1	-5.2	1.1	-1.2	-3.9	-3.4	5.5	4.7	0.5	-3.6
Cc1ccn2c(=O)nc(SCC(=O)NCCc3ccccc3)nc2c1	3.8	3.4	2.0	-1.0	-5.2	3.4	11.3	-2.0	-2.6
CC(=O)CSc1nnc(-c2ccc(S(=O)(=O)N3CCC(C)CC3)cc2)o1	-2.2	-3.3	-1.8	-2.1	3.9	0.8	-11.4	-1.8	0.6
Cc1cc(OCCN2CCOCC2)nc2ccccc12	-1.6	2.9	.	-5.8	-2.6	-6.9	-3.2	-6.3	-2.2
O=C(CN(Cc1ccccc1Cl)C(=O)CCC(=O)Nc1nccs1)NCC1CCCO1 (configuration not stated)	4.6	3.3	1.9	-0.9	1.6	6.8	3.4	-2.3	-3.9
COc1cc(-c2nc3oc4ccccc4c(=O)c3c(=O)n2Cc2ccco2)cc(OC)c1OC	-13.4	9.6	1.4	0.3	-4.8	7.8	5.9	0.5	-2.5
Cc1ccc(CNC(=O)C2CCCN(S(=O)(=O)c3c(C)n[nH]c3C)C2)cc1 (configuration not stated)	2.3	7.8	-0.9	-0.1	1.9	-0.1	10.6	-0.2	-0.9
Cc1cccc(S(=O)(=O)c2c(N)n(Cc3ccco3)c3nc4ccccc4nc23)c1	-8.2	37.1*	-0.1	-14.0	-19.2	68.7*	16.8	-18.5	23.4
CCOC(=O)c1ccc(NC(=O)CCNS(=O)(=O)c2cccs2)cc1	-1.2	3.8	1.7	0.0	0.3	-4.8	8.2	-1.9	-0.3
Cc1cc(C(=O)CSc2nnc(-c3ccc(F)cc3)o2)c(C)n1CC1COc2ccccc2O1 (configuration not stated)	-6.9	-11.6	-1.7	-0.7	4.2	-9.5	-12.9	-9.3	2.7
COc1ccc(NC(=O)CSc2nnc(-c3ccccn3)n2N)cc1Cl	1.2	1.2	-1.1	-0.9	10.8	0.7	0.2	2.4	2.9
Cc1ccc(S(=O)(=O)Nc2nc(C)c(C)s2)cc1	-6.5	0.8	-0.5	-3.3	2.6	6.1	3.6	-3.8	0.6
c1csc(-c2nnc(-c3ccc(N4CCOCC4)cc3)o2)c1	-0.8	-2.5	0.5	1.5	-0.3	-6.5	-11.1	-0.4	3.3
Cc1c(C)c2ccc(Oc3ccc([N+](=O)[O-])cc3C(F)(F)F)c(C)c2oc1=O	-0.2	-0.4	-2.5	-2.0	7.0	-7.2	0.2	-1.8	-2.6
O=C(COC(=O)c1cc[n+]([O-])cc1)Nc1ccc(Cl)cc1C(F)(F)F	-0.3	5.0	-1.8	-2.1	9.0	3.6	-1.8	1.4	0.6
O=C(CN1CCC(n2nnc3cc(F)ccc32)CC1)NCc1ccco1	0.2	3.6	0.8	-4.2	2.1	0.1	3.9	1.4	5.2
COc1ccc(NC(=O)c2sc3nc(N4CCOCC4)c4c(c3c2N)CCCC4)c(OC)c1	4.0	3.2	0.5	3.4	1.2	-0.3	-1.1	-2.3	0.2
CCc1c(C)nc2ncnn2c1N1CCC(C(=O)NCc2ccc3c(c2)OCO3)CC1	0.3	6.2	-2.0	1.5	6.4	-5.9	6.5	-5.6	-2.8
Cc1ccc(-n2cccn2)c(CN2CCCC(C(=O)c3sccc3C)C2)c1 (configuration not stated)	-4.0	4.5	0.1	-2.0	9.4	-4.0	3.9	-1.4	-1.5
CSc1ccc(CNC(=O)CCn2ccc3cc(S(=O)(=O)N4CCCC4)ccc32)cc1	4.0	4.0	0.3	-0.3	5.9	-2.7	-5.9	-5.7	-0.3
O=C(/C=C\NCC(=O)c1ccccc1)c1ccc(F)cc1	-1.1	-3.9	1.6	-2.8	2.8	3.2	-6.0	-3.0	1.3
CCOc1ccc2nc(N3CCCC(C(=O)NCCCN4CC(C)CC(C)C4)C3)sc2c1 (configuration not stated)	2.3	4.2	-1.0	3.3	1.7	-3.8	4.2	0.4	-4.0
CCOCCn1c(SCc2ccc(C)cc2)nc2c1c(=O)[nH]c(=O)n2C	1.1	4.1	-0.8	-3.1	3.8	1.2	0.0	-2.2	1.7
COCCNc1cc(C)nc2c(-c3ccccc3OC)c(C)nn12	1.7	4.5	-0.7	-1.6	7.4	-0.8	-4.3	2.9	0.3

Three compounds from above, arranged by their value in MCL1 BIM primary, high to low.
| compound | PME-1 primary | BCLXL inh | MEX-5 binding | GLD-1 RNA inh | MCL1 BIM primary | PAD4 FP inh | TPT1 inhibitor |
| --- | --- | --- | --- | --- | --- | --- | --- |
| O=C1c2cccc(OCC(=O)N3CCCc4ccccc43)c2CCN1Cc1ccc(Br)cc1 | 11.8 | 7.0 | 1.0 | 0.9 | 8.2 | 1.2 | -1.9 |
| Cn1c(=O)c2c(nc(CN3CCOCC3)n2CCCO)n(C)c1=O | -3.4 | 3.9 | 1.1 | 1.2 | 4.7 | -5.8 | -2.8 |
| O=C(COC(=O)c1cc[n+]([O-])cc1)Nc1ccc(Cl)cc1C(F)(F)F | -0.3 | 5.0 | -1.8 | 3.6 | -1.8 | 1.4 | 0.6 |

Assay outcomes: PubChem, several laboratories
